Screening data deposited in PubChem by The Scripps Research Institute Molecular Screening Center.
GalR3 antagonist – blocks the human galanin receptor 3 | HEK293 GalR3-CNG cAMP membrane potential fluorescence; galR3 body fused to GalR1 C-terminus | inhibition, % at 3 µM | hit rate 0.44% among 360,000 | AID 651719;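 active means inhibition above the screen-wide average plus 3 SD, cut at about 13% in these data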;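 further: forskolin and galanin both at EC90 stimulate the cells; cAMP rise reported by CNG channel membrane potential dye signal; 0% = forskolin plus galanin with DMSO and 100% = forskolin alone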
Target sequence (O60755 1-299 limits assumed): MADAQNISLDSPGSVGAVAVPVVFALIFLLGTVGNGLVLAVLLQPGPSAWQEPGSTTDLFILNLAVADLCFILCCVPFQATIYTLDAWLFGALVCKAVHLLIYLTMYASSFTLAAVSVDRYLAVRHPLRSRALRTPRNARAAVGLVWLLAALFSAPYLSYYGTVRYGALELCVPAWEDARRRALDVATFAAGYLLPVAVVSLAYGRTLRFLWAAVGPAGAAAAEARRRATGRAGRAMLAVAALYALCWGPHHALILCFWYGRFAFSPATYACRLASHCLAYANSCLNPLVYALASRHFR
Numbers without * were called inactive.

SMILES	GalR3 antagonist
COc1ccccc1CCn1cnc(-c2ccc(F)cc2F)c1CC(C)C	-3
C=CCC1CCCC(=O)N2CCCC12 (centres undefined)	-6
Cc1cc(C)c(C(=O)c2cccs2)c(C)c1	2
COc1cccc(-c2cnc3c(NC=O)cc(-c4cc(C)c(O)c(C)c4)cn23)c1	-6
COc1ccc(/C=C/C(=O)OCC(=O)N2c3ccccc3CC2C)cc1 (centres undefined)	1
CN(Cc1ccccc1)S(=O)(=O)c1ccc(Cl)c(C(=O)NCCCN2CCCC2=O)c1	-1
COc1ccc(CN2C(=O)C(CC(=O)NCc3ccco3)CC(C(=O)N3CCOCC3)=C2C)cc1 (centres undefined)	2
Cc1ccc2c(c1)-n1c(nc3cc(F)ccc3c1=O)C(Cc1ccccc1)NC2=O (centres undefined)	-4
COc1ccc([C@H]2N[C@]3(CCCN(Cc4cccn4C)C3=O)[C@H]3C(=O)N(C)C(=O)[C@@H]23)cc1	-6
Cc1ccc(S(=O)(=O)NN=Cc2ccco2)cc1	0

Grouped by structure: those above with fluorine (two)
SMILES	GalR3 antagonist
COc1ccccc1CCn1cnc(-c2ccc(F)cc2F)c1CC(C)C	-3
Cc1ccc2c(c1)-n1c(nc3cc(F)ccc3c1=O)C(Cc1ccccc1)NC2=O (centres undefined)	-4

Remaining list, next part.
SMILES	GalR3 antagonist
O=C(NCC1CC1)c1csc([C@@H]2O[C@H](CO)[C@H](O)[C@H](O)[C@H]2O)n1	-6
O=C(C1CC(=O)N(c2ccc3c(c2)OCCO3)C1)N1CCN(S(=O)(=O)c2cccc(F)c2)CC1 (centres undefined)	-1
CCOC(=O)c1c(-c2ccccc2)csc1NC(=O)/C(C#N)=C\c1ccc(O)c(OC)c1	-5
CN(C)CCNc1ncnc2c1ncn2[C@H]1CN(Cc2ccc(-c3ccccc3)cc2)C[C@@H](CO)O1	-5
CC(C)=CCC/C(C)=C/CNC(=O)C[C@H]1C[C@H](C(=O)N2CCCCC2)[C@@]2(CCc3ccccc3)c3[nH]c4ccc(Cl)cc4c3CCN2C1=O	-4
COc1ccc(CCNC(=O)c2ccc(NC(=O)CC3SC(N4CCCC4)=NC3=O)cc2)cc1OC (centres undefined)	-3
CC(=O)Oc1ccc(OC(C)=O)c2c1CC1(C)OC1(C)C2 (centres undefined)	-3
CC(C)(C)OC(=O)N1CCCC(C(=O)Nc2cccc(C(=O)N3CCOCC3)c2)C1 (centres undefined)	-5
COc1ccc(C2CC(=O)C(c3cccc(OC)c3)=CN2Cc2ccccc2)cc1 (centres undefined)	-9
O=C(Nc1ccc2ccccc2c1)C(c1ccc(C(F)(F)F)cc1)n1c(=O)c(-c2cc3ccccc3[nH]2)nc2ccccc21 (centres undefined)	-2
COc1cccc(NC(=O)CN(C)C(=O)c2ccc3[nH]c4c(c3c2)CC(C)CC4)c1 (centres undefined)	4
Cc1ccc(Cc2c(-c3ccccc3)nc3c(Cl)cc(C(F)(F)F)cn23)cc1	-5
C=CCOC(=O)Nc1nc(CCNC(=O)OC(C)(C)C)c(C(=O)O)s1	-5
COC(=O)[C@@]12C[C@@H](CC(=O)NCc3cccc(C(F)(F)F)c3)C(=O)N(Cc3cccc4ccccc34)C1=CCC(C)(C)C2	-8
CCOC(=O)C1=CN(Cc2ccco2)S(=O)(=O)N(CC)C1c1ccccc1 (centres undefined)	-6
Oc1cccc2oc(=S)[nH]c12	-6
CCOc1ccccc1NC(=O)CC1(CC(=O)N2CCOCC2)CCCC1	-3
C[C@H]1CN([C@@H](C)CO)C(=O)CCCn2nncc2CO[C@@H]1CN(C)C(=O)Nc1ccc2c(c1)OCO2	-7
OCCN1CN(c2ccccc2)C(=S)N(c2ccccc2)C1	-6
C[C@@H]1CCCCO[C@H](CN(C)C(=O)Cc2ccccc2)[C@@H](C)CN([C@H](C)CO)C(=O)c2cc(N(C)C)ccc2O1	-5
CCc1cc2c(nc1CC)CCCN2S(=O)(=O)c1cccs1	-4
COc1ccc(OC)c(NC(=O)C2(C)CCN2C(=O)Cc2ccc(Cl)cc2Cl)c1 (centres undefined)	-8
Cc1cc2nc(-c3cccc(Br)c3)c(CC3CCCCC3)n2c(C)c1Br	-4
CC(O)(c1ccccc1)C(C(c1ccccc1)N1CCOCC1)N1CCOCC1 (centres undefined)	-4
O=C(OC1CC2CC1[C@H]1CCCCN1C2=O)N1CCOCC1 (some centres undefined)	-1
O=C(Cn1cnc2c(NCc3ccccc3)ncnc21)NCCCN1CCCC1=O	-1
COc1ccc(C(CNC(=O)c2ccc(S(=O)(=O)Nc3cccc(C)c3C)cc2)N2CCOCC2)cc1 (centres undefined)	0
O=C(Nc1ccc(S(=O)(=O)N2CCCC2)cc1)C1CC(=O)N(CCc2ccccc2)C1 (centres undefined)	-4
CC(C)C[C@H]1CNC(=S)N1C[C@H]1CCCN1C[C@H](Cc1ccc(O)cc1)N1C[C@H](CC(C)C)N(CCc2ccccc2)C1=S	-2
C[C@@H]1CC=C[C@@H]2[C@H]1C(=O)N(Cc1ccccc1)[C@H]2c1cccc(C#Cc2ccccc2)c1	-1
Cc1ccc(S(=O)(=O)N2CCOCC2)cc1C(=O)N1CCN(Cc2ccccc2)CC1	-4
CN(C)c1ccc(C(=O)C(O)c2ccccc2Cl)cc1 (centres undefined)	-3
C[C@@H]1CN([C@H](C)CO)C(=O)CCCn2cc(nn2)CO[C@H]1CN(C)C(=O)Nc1ccc(C(F)(F)F)cc1	0
Cc1ccc(C(=O)Nc2nnc(COCCO)s2)cc1	6
COc1ccc(CC(N)c2csc(Nc3cccc(OC)n3)n2)cc1 (centres undefined)	2
O=C1c2ccccc2NC(c2cc(Cl)cc(Cl)c2O)N1CCc1ccccn1 (centres undefined)	-8
CC(C)(C)c1ccc(S(=O)(=O)NCCN2CCOCC2)cc1	-8
CC(=O)OC(C=C(C)C)C/C(C)=C/COc1c2ccoc2cc2oc(=O)ccc12 (centres undefined)	-2
S=c1cn[nH]c2ccccc12	-5
COc1ccc(NC(=O)C2Cc3c(-c4ccc(Cl)cc4)ccnc3O2)cc1OC (centres undefined)	-6
CCOC(=O)C1=C(COC(=O)c2ccc(Cl)c(S(=O)(=O)N3CCOCC3)c2)NC(=O)NC1C (centres undefined)	-3
O=S1(=O)c2ccc(Br)cc2OC[C@H](c2ccccc2)N1Cc1ccccc1	-5
C[C@@H]1C=CCCO[C@]12C(=O)N(Cc1ccccc1C(F)(F)F)c1ccccc12	-5
CN(C(=O)c1cccc(NC(=O)Cc2ccc(NC(=O)C3CCN(C(=O)CCc4ccccc4)CC3)cc2)c1)C1CCC1	-7
CN(Cc1ccccc1)C(=O)c1cccc(NC(=O)Cc2cccc(NC(=O)C3CCN(C(=O)c4ccccc4)CC3)c2)c1	-5
COc1ccccc1-c1cccc([C@@H]2C[C@H]3[C@H](CON3C)CN2S(=O)(=O)c2ccccc2C)c1	-8
CCCCNC(=O)c1cc2nc(-c3ccc(OC)cc3)cc(C(F)(F)F)n2n1	-8
CCC(=NOCc1ccccc1)C(=O)NNS(=O)(=O)c1ccc(C)cc1	-3
CCNC(=O)C1(C)CCN(C(=O)c2ccc(-c3ccccc3)cc2)C1 (centres undefined)	-7
Cc1cc(Cc2cc(C)c(O)c(CO)c2)cc(CO)c1O	-3

Other results follow:
SMILES	GalR3 antagonist
CN(Cc1ccccc1)S(=O)(=O)c1ccccc1Br	-6
C=C(C)Cn1c2ccc(NC(=O)CCc3cccnc3)cc2c(=O)n1C	-5
COC(=O)[C@@]1(Cc2ccc(F)cc2)[C@H]2c3cc(C(=O)N(C)C)n(Cc4ccc(C)c(F)c4F)c3C[C@H]2CN1C(=O)c1ccccc1	-7
Cn1c(-c2ccc(C#N)cc2)c(C#Cc2ccccc2)c2ccccc21	2
O=C(COC(=O)c1nc(Cl)ccc1Cl)Nc1cccc(S(=O)(=O)N2CCOCC2)c1	-7
CC(C)(C)OC(=O)N(Cc1ccccc1)Cc1ccc(OCc2cccc(NC(=O)C3CC3)c2)cc1	-6
CC(C)CCOc1ccc(C(=O)Nc2cc(S(=O)(=O)N3CCOCC3)ccc2N2CCOCC2)cc1	-7
CC(C)(C)S(=O)(=O)N1C[C@H]2C(=C(CCO)C[C@H]3C(=O)N(c4ccccc4)C(=O)[C@H]32)[C@@H]1CCO	-5
Cc1cccc(C)c1-n1nnnc1C(c1ccnc2ccccc12)N1CCN(C(=O)OCc2ccccc2)CC1 (centres undefined)	-8
O=C(C1=NOC2(C1)C(=O)Nc1ccccc12)N1CCCCC1 (centres undefined)	2
CC(C)N1CC(C(=O)Nc2ccc(Cl)cc2Cl)CC1=O (centres undefined)	-4
CNc1cncc(-c2cc(C)c(O)c(C)c2)n1	-5
COCCNC(=O)C1(C)CCCN(C(=O)c2ccc(C(=O)OC)cc2)C1 (centres undefined)	-6
c1ccc(COc2ccc(-c3cc4nc(NCc5ccc6c(c5)OCO6)ccn4n3)cc2)cc1	-5
CCS(=O)(=O)N1CCC2(CC1)OCCN2S(=O)(=O)c1ccc(OC)cc1	-2
COc1ccc(CCN2CC(=O)NC(=O)C2)cc1OC	2
c1ccc(COc2ncnc3c2ncn3CCCNCC(c2ccccc2)c2ccccc2)cc1	-7
O=C(N[C@H]1C/C=C\C(c2cccc(F)c2)N(Cc2ccccc2)C(=O)C1)OCC1c2ccccc2-c2ccccc21 (some centres undefined)	-5
Cc1cccc(NC(=O)CN2CCN(C(=O)CN3C(=O)NC4(CCCCC4C)C3=O)CC2)c1C (centres undefined)	-5
COc1ccc(-c2ccc(C(=O)NC(C)C)c3occc23)c(C)c1	0
COc1ncnc2c1ncn2CCCNCC(C)c1ccccc1 (centres undefined)	2
O=C(COC(=O)c1cccc(S(=O)(=O)N2CCCC2)c1)Nc1ccccc1C(F)(F)F	-3
CCc1nc2ccc(C(=O)N3CCN(S(=O)(=O)CC)CC3)cn2c1N(CC)C(=O)NCCc1ccccc1	-2
CC12CCCC(=O)C1CCC(=Cc1ccco1)C2=O (centres undefined)	-3
COc1cc(-c2cc(O)c(-c3ccc4ccccc4n3)c(=O)[nH]2)cc(OC)c1OC	-2
COc1ccc(C(=O)NCCN2CCC(n3c(=O)[nH]c4ccccc43)CC2)cc1F	-8
COc1ccc(C(C)(NC(C)=O)c2nc(/C=C/c3ccccc3)cs2)cc1 (centres undefined)	-5
COC(=O)N1CCCCC1c1cc(C(=O)Nc2ccc(OC)cc2C)no1 (centres undefined)	-2
CN(Cc1ccccc1)C(=O)c1csc([C@@H]2O[C@H](CO)[C@H](O)[C@H](O)[C@H]2O)n1	-7
O=C(Nc1cc(C(F)(F)F)ccc1N1CCCCC1)C1=COCCO1	-7
COC(=O)[C@]12C[C@H](CC(=O)NCCC(C)C)C(=O)N(CCc3ccc(OC)c(OC)c3)C1=C[C@H](C(C)(C)C)O[C@@H]2C	-5
Cc1n[nH]c(C)c1NC(=O)CN1CCN(S(=O)(=O)c2ccc(C(F)(F)F)cc2)CC1	-2
Oc1[nH]c2ccccc2c1N=Nc1c(F)c(F)c(F)c(F)c1F	-4
N#CCCN1CCN(CCC#N)c2ccccc21	-2
CCN1CCN(C(CCc2ccccc2)C(=O)NC2CCCCC2)CC1 (centres undefined)	-6
Cc1ccc(S(=O)(=O)NC(=O)C2(C)CCN2C(=O)Cc2cccs2)cc1 (centres undefined)	-3
CC[C@]12c3[nH]c4cc(CCC(=O)N(C)C)ccc4c3CCN1C(=O)[C@@H](CC(=O)NCc1ccco1)C[C@@H]2C(=O)N1CCN(C(=O)c2ccco2)CC1	-6
CC[C@H]1C(c2ccc(F)cc2)=NN(c2ccccc2)[C@@H]1CO	-3
C[C@@H]1CN([C@H](C)CO)C(=O)CCCn2nncc2CO[C@H]1CN(C)Cc1ccc2c(c1)OCO2	-3
COc1ccc(OC)c(S(=O)(=O)Nc2ccc3c(c2)OCCO3)c1	-7
C[C@@H]1CN([C@H](C)CO)C(=O)CCCn2nncc2CO[C@H]1CN(C)C(=O)c1ccncc1	-7
COc1ccc2ccc(OC)c(/C=N/NC(=O)c3cc4ccccc4o3)c2c1	-8
CCN(CC)C(=O)C1=C(C)N(CCCOC)C(=O)C(CC(=O)NCCCCc2ccccc2)C1 (centres undefined)	-1
O=C1NC(=S)SC1=Cc1cccs1	-5
CCCNC(=O)C1(C)CCCN(Cc2ccc(-c3ccccn3)cc2)C1 (centres undefined)	-6
COc1ccc(-c2cnc3c(NC=O)cc(-c4cc(OC)c(OC)c(OC)c4)cn23)cc1OC	4
CSCCC(NC(=O)OCc1ccccc1)NC(=O)OCc1ccccc1	-7
CC1(C(=O)NS(=O)(=O)c2ccccc2Cl)CCN1C(=O)C1(c2ccc(Cl)cc2)CC1 (centres undefined)	5
Cc1ccc(S(=O)(=O)N2CCOCC2)cc1NC(=O)CN(C)CC(=O)Nc1cccc(F)c1	-8
CN(C)CCNc1ccc2ncn3c4ccc(O)cc4c(=O)c1c23	-7
CC(C)C[C@H]1CNC(=O)C(=O)N1C[C@@H]1CCCN1C[C@H](Cc1ccc(O)cc1)N1C[C@H](Cc2ccccc2)N(CC2CCCCCC2)C(=O)C1=O	-5

Sorted by count of non-hydrogen atoms (rising): 5 of the compounds above
SMILES	GalR3 antagonist
Oc1cccc2oc(=S)[nH]c12	-6
CN(C)c1ccc(C(=O)C(O)c2ccccc2Cl)cc1 (centres undefined)	-3
COc1ccc(C(C)(NC(C)=O)c2nc(/C=C/c3ccccc3)cs2)cc1 (centres undefined)	-5
COc1ccc(C(CNC(=O)c2ccc(S(=O)(=O)Nc3cccc(C)c3C)cc2)N2CCOCC2)cc1 (centres undefined)	0
O=C(Nc1ccc2ccccc2c1)C(c1ccc(C(F)(F)F)cc1)n1c(=O)c(-c2cc3ccccc3[nH]2)nc2ccccc21 (centres undefined)	-2

Only part of the results is shown (hit frequency here may not be typical).
